Tb PYK inh = blocks Trypanosoma brucei pyruvate kinase; Potency, µM (top dose mostly 76.8 µM), without a hit: at the top dose activity, negative = inhibition, usual class: inhibitors; 410,000 compounds, 0.12% hits; TbPYK enzyme, Kinase-Glo Plus ATP luminescence, 45 min; Q57TT1; also: potency is read from the fitted curve at half-maximal effect; % is scaled to controls: 0 for no effect and ±100 for the full control effect; nearly all actives have a fitted effect of over 50% in size
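T. brucei PYK with substrate was exposed to pin-transferred compounds across a concentration series, then started with 130 uM ADP (final). After 45 min at room temperature, Kinase-Glo Plus luminescence was read, normalized and curve-fitted.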
LmPK inhibitor = blocks Leishmania mexicana pyruvate kinase activity | Potency, µM (doses to about 57.5 µM), without a hit: at the highest dose activity change, negative = inhibition, usual class: inhibitors | 290,000 compounds, 0.37% hits | purified LmPK, Kinase-Glo ATP luminescence, 1 h; also: potency is read from the fitted curve at half-maximal effect; % is scaled to controls: 0 for no effect and ±100 for the full control effect
Target sequence (Q27686 whole entry, looked up): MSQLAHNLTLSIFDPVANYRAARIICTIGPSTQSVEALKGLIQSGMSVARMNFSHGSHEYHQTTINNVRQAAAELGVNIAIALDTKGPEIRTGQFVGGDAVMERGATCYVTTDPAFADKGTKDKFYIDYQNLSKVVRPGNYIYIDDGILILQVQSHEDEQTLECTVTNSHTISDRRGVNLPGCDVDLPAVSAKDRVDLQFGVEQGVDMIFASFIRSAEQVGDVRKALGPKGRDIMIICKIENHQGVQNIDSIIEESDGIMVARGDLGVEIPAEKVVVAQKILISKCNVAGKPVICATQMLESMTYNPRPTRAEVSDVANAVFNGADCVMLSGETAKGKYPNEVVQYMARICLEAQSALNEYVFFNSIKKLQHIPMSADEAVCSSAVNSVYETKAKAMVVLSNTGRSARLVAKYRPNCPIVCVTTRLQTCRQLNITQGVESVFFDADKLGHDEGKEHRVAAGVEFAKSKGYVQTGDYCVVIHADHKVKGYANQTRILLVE
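0.1 nM LmPK, 0.5 mM PEP, 0.1 mM ADP; 50 mM imidazole pH 7.2, 7 mM MgCl2, 50 mM KCl; 1 h RT. Kinase-Glo luminescence readout, normalized to no-enzyme (full inhibition) and uninhibited wells.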
Pf growth 96h = P. falciparum growth inhibition at 96 hour, primary screen for plastid delayed-death inhibitors. 320,000 compounds, 6.9% hits. AID 504834. P. falciparum luciferase reporter growth, 96 h. Potency, µM (series often up to 28.7 µM), for the others: at the highest dose activity change, negative = inhibition, hits mostly inhibitors; also: potency is read from the fitted curve at half-maximal effect; % is scaled to controls: 0 for no effect and ±100 for the full control effect
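Erythrocytes infected with luciferase-expressing P. falciparum were dispensed at 2% hematocrit and 0.05% parasitemia (final), then incubated with compounds 96 hours at 37 C in 5% CO2. Luminescence after detection reagent addition reported growth.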
HCV inh = HCV inhibition. Potency, µM (series often up to 41.8 µM), without a hit: at the top dose activity change, negative = inhibition, usual class: inhibitors. Huh7.5.1 HCVcc-Cre infection, luciferase reporter, 44 h. 340,000 compounds, 3.4% hits; also: potency is read from the fitted curve at half-maximal effect; % is scaled to controls: 0 for no effect and ±100 for the full control effect
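Seed cells (1,000/well) for 4 h; treat with compound and infect with HCVcc-Cre, moi about 0.5. Incubate 44 h, then detect luciferase activity.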
Pf growth 48h = inhibits P. falciparum growth in the first generation, 48 h; P. falciparum luciferase growth in erythrocytes, 48 h; Potency, µM (highest dose often 28.7 µM), for the others: top-dose activity change, negative = inhibition, usual class: inhibitors; 310,000 compounds, 5.9% hits; also: potency is read from the fitted curve at half-maximal effect; % is scaled to controls: 0 for no effect and ±100 for the full control effect
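A one-generation exposure of luciferase-tagged malaria parasites in RPMI 1640/Albumax erythrocyte culture, 37 C and 5% CO2. Inhibition is inferred from decreased luminescence after adding detection reagent.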
Shiga inhibitor = inhibitors of Shiga toxin in Vero cells; Vero cells, Shiga toxin protein synthesis inhibition reporter; inhibition, % at 38.7 µM; 290,000 compounds, 9.2% hits; in the data active = inhibition mostly above about 28%, no sharp cut-off; inactive = mostly below about 43%; also: 0% is about no effect
Cycloheximide cs = counter-screen hit for Shiga toxin inhibitors, cycloheximide; max response, %; cell reporter, cycloheximide protein synthesis inhibition counterscreen; 300,000 compounds, 12% hits; in the data active = max response mostly above about 13%, no sharp cut-off; inactive = mostly below about 14%; also: read at 38.3 µM for the half of the compounds with a filed dose; 0% is about no effect
Active calls of the source: *; [ ] = remark or other dose. Unless noted, calls follow the shape of the dose curve; as a rule, active = well fitted curve in the direction sought with a large enough effect; inconclusive = small, poorly fitted or top-dose-only effect, or another doubt; inactive = no such curve, though single readings can be large; an effect the other way counts as inactive or inconclusive.

`Cc1nc2ccc(Nc3ccncc3)cc2s1` gave Tb PYK inh 12%, LmPK inhibitor -2%, Pf growth 96h -36%[1.15 µM], HCV inh 7%, Pf growth 48h inconclusive, Shiga inhibitor 1 and Cycloheximide cs -6.
`CCc1cc(C(=O)Nc2ncccc2O)sc1C` gave Tb PYK inh -8%, LmPK inhibitor -27%, Pf growth 96h 95%[activator], HCV inh 10%, Pf growth 48h 29%, Shiga inhibitor 55* and Cycloheximide cs 37*.
For COP(=S)(OC)c1c(C)nn(CCC#N)c1NC(=O)c1ccc(Cl)cc1 the results were Tb PYK inh 1%, LmPK inhibitor -2%, Pf growth 96h 0%, HCV inh 11%, Pf growth 48h -14%, Shiga inhibitor -12 and Cycloheximide cs -2.
`CCCCNc1cc(F)nc(N)n1` gave Tb PYK inh 1%, LmPK inhibitor 1%, Pf growth 96h -11%, HCV inh 21%, Pf growth 48h 17%, Shiga inhibitor 18 and Cycloheximide cs -8.
`Cc1ccc(C(=O)C2=C(O)C(=O)N(c3ncccn3)C2c2ccc(Cl)cc2)o1` (configuration not stated) gave Tb PYK inh -19%, LmPK inhibitor -2%, Pf growth 96h -32%, HCV inh 6%, Pf growth 48h 10%, Shiga inhibitor 18 and Cycloheximide cs -2.
COc1ccc(C)cc1S(=O)(=O)Nc1cccc(Cl)c1Cl was read as Tb PYK inh -1%, LmPK inhibitor 8%, Pf growth 96h inconclusive, HCV inh 13%, Pf growth 48h 15%, Shiga inhibitor 6 and Cycloheximide cs -3.
Screening Cc1cc(C(=O)NCc2ccc(Cl)cc2)n(-c2ccccc2)n1 returned Tb PYK inh 5%, LmPK inhibitor 3%, Pf growth 96h 34%[activator], HCV inh -19%, Pf growth 48h 7%, Shiga inhibitor 9 and Cycloheximide cs -1.
Cc1cccc(NC(=O)CCCN2C(=O)C3CC=CCC3C2=O)c1 (configuration not stated) was read as Tb PYK inh -11%, LmPK inhibitor 0%, Pf growth 96h 56%[activator], HCV inh 14%, Pf growth 48h 7%, Shiga inhibitor 8 and Cycloheximide cs 14.
`Cc1cc(NC(=O)CCl)no1` gave Tb PYK inh 3%, LmPK inhibitor 3%, Pf growth 96h 61%[activator], HCV inh inconclusive, Pf growth 48h 2.9µM*, Shiga inhibitor 5 and Cycloheximide cs 7.
Screening Cc1nn(Cc2ccccc2)c(C)c1C(=O)OCC(=O)c1cc(C)n(CC(F)(F)F)c1C returned Tb PYK inh 4%, LmPK inhibitor -3%, Pf growth 96h inconclusive, HCV inh 8.9µM*, Shiga inhibitor 23 and Cycloheximide cs 2.
O=C(CCCN1C(=O)c2cccnc2Oc2ccc(Cl)cc21)N1CCCCC1 was read as Tb PYK inh 6%, LmPK inhibitor -7%, Pf growth 96h 13µM*, HCV inh 0%, Pf growth 48h inconclusive, Shiga inhibitor 4 and Cycloheximide cs 5.
NC(=O)c1c(NC(=O)c2ccc(N3C(=O)CCC3=O)cc2)sc2c1CCCC2 was read as Tb PYK inh -2%, Pf growth 96h inconclusive, HCV inh inconclusive and Pf growth 48h -12%.
For CCN(CC(=O)Nc1cc(Cl)ccc1C)C(=O)CCOc1ccc(C)cc1 the results were Tb PYK inh -3%, Pf growth 96h 9%, HCV inh -21% and Pf growth 48h inconclusive.
COc1ccc(NC(=O)NCCCCc2ccccc2)cc1OC was read as Tb PYK inh 1%, LmPK inhibitor -1%, Pf growth 96h -24%, HCV inh inconclusive, Pf growth 48h -23%, Shiga inhibitor -19 and Cycloheximide cs -1.
Cc1cccc(Nc2cc(C)c3c(O)cccc3n2)c1C was read as Tb PYK inh 1%, LmPK inhibitor -1%, Pf growth 96h 1%, HCV inh inconclusive, Pf growth 48h 0.74µM*, Shiga inhibitor 92* and Cycloheximide cs 32*.
Screening O=C1C=C(c2cccc(Cl)c2)C[C@@H](c2ccc(F)cc2)C1 returned Tb PYK inh 7%, Pf growth 96h inconclusive, HCV inh -6% and Pf growth 48h inconclusive.
Cc1ccccc1C1C(C#N)=C2N=C(N)c3c(sc4c3CCCCC4)N2C2=C1C(=O)CC(C)(C)C2 (configuration not stated) was read as Tb PYK inh 5%, LmPK inhibitor 0%, Pf growth 96h inconclusive, HCV inh inconclusive, Pf growth 48h 0%, Shiga inhibitor -10 and Cycloheximide cs -5.
CCCc1n[nH]c(=O)c2c1nnn2Cc1ccccc1F was read as Tb PYK inh -21%, LmPK inhibitor 2%, Pf growth 96h inconclusive, HCV inh 14%, Pf growth 48h -22%, Shiga inhibitor -1 and Cycloheximide cs 2.
Screening CCN=C(Nc1ccc2c(c1)OCO2)SC1CC(=O)N(c2ccccc2F)C1=O (configuration not stated) returned Tb PYK inh -4%, LmPK inhibitor -2%, Pf growth 96h inconclusive, HCV inh 0%, Pf growth 48h -16%, Shiga inhibitor 34 and Cycloheximide cs 15.
For Cc1ccc(S(=O)(=O)N2CCOCC2)cc1NC(=O)c1cc([N+](=O)[O-])ccc1N1CCOCC1 the results were Tb PYK inh 1%, Pf growth 96h 12%, HCV inh -13%[8.37 µM] and Pf growth 48h 4%.
Screening CCOc1ccc(C2=C(C=Nc3c(C)n(C)n(-c4ccccc4)c3=O)C(c3ccc(F)cc3)c3ccccc3O2)cc1 (configuration not stated) returned Tb PYK inh 0%, LmPK inhibitor 1%, Pf growth 96h 0.29µM*, HCV inh -11%, Shiga inhibitor 15 and Cycloheximide cs 0.
Cc1nnc(NCCc2ccccc2)[nH]c1=O was read as Tb PYK inh 1%, LmPK inhibitor -1%, Pf growth 96h 3%, HCV inh 16%, Pf growth 48h -4%, Shiga inhibitor -3 and Cycloheximide cs -1.
For Cc1cccc[n+]1CC(=O)Nc1cccc([N+](=O)[O-])c1 the results were Tb PYK inh 3%, LmPK inhibitor 0%, Pf growth 96h 33%[activator], HCV inh 19%, Pf growth 48h inconclusive, Shiga inhibitor -8 and Cycloheximide cs -2.
Screening COC(=O)c1ccc(CN2C(=O)NC3(CCC(C)CC3)C2=O)o1 (configuration not stated) returned Tb PYK inh 0%, LmPK inhibitor -2%, Pf growth 96h -19%, HCV inh 7%, Pf growth 48h 2%, Shiga inhibitor -6 and Cycloheximide cs -4.
For S=C(Nc1ccc(Nc2ccccc2)cc1)N1CCN(c2ncccn2)CC1 the results were Tb PYK inh 0%, LmPK inhibitor 3%, Pf growth 96h -14%, HCV inh -11%, Pf growth 48h -6%, Shiga inhibitor -7 and Cycloheximide cs 6.
For CC1(OC(=O)C2CCCC2)C(=O)C=C2C=C(c3ccsc3)N(CCN3CCOCC3)C=C2C1=O (configuration not stated) the results were LmPK inhibitor -4%[11.5 µM], Pf growth 96h inconclusive, Pf growth 48h inconclusive, Shiga inhibitor -5 and Cycloheximide cs -3.
COc1ccccc1C1N=C(c2ccccc2C)NO1 (configuration not stated) was read as Tb PYK inh -2%, LmPK inhibitor -1%, Pf growth 96h 216%[activator], HCV inh 2%, Pf growth 48h 89%[activator], Shiga inhibitor 123* and Cycloheximide cs 44*.
For Cc1ccc(C(=O)NCC(=O)NCC(c2cccs2)N2CCOCC2)cc1C (configuration not stated) the results were Tb PYK inh -5%, Pf growth 96h 15%, HCV inh 4% and Pf growth 48h 8%.
O=C(C1CCCN(S(=O)(=O)c2ccc(F)cc2)C1)N1CCCCC1 (configuration not stated) was read as Tb PYK inh -4%, LmPK inhibitor 9%, Pf growth 96h inconclusive, HCV inh 10%, Pf growth 48h -22%, Shiga inhibitor 22 and Cycloheximide cs 4.
For Cc1ccc2nc(-c3ccncc3)cc(C(=O)NCCc3ccc(F)cc3)c2c1 the results were Tb PYK inh 3%, LmPK inhibitor 1%, Pf growth 96h inconclusive, HCV inh inconclusive, Pf growth 48h -10%, Shiga inhibitor -11 and Cycloheximide cs 5.
For CCOc1c2ccc(C(=O)NCCc3ccc(C)cc3)cc2nn1CC the results were Tb PYK inh -2%, LmPK inhibitor -1%, Pf growth 96h 42%[activator], HCV inh -18%, Pf growth 48h -14%, Shiga inhibitor 23 and Cycloheximide cs 1.
COc1ccccc1CNC(=O)COC(=O)c1ccc(N2CCCC2=O)cc1 was read as Tb PYK inh 0%, Pf growth 96h 26%, HCV inh -7% and Pf growth 48h 14%.
For O=C(c1ccccc1)c1ccc2nc(Nc3ccccc3)c3nncn3c2c1 the results were Tb PYK inh 1%, LmPK inhibitor 5%, Pf growth 96h inconclusive, HCV inh -9%, Pf growth 48h inconclusive, Shiga inhibitor -8 and Cycloheximide cs -3.
C[C@H]1CN=C(Nc2ccccc2)N1CC1CCCCCC1 was read as Tb PYK inh -1%, LmPK inhibitor -2%, Pf growth 96h 24%, HCV inh -6%, Pf growth 48h inconclusive, Shiga inhibitor -8 and Cycloheximide cs -3.
`CC(C(=O)Nc1ccc(C#N)cc1)N(C)CC(=O)Nc1cccc(F)c1` (configuration not stated) gave Tb PYK inh -1%, LmPK inhibitor 0%, Pf growth 96h inconclusive, HCV inh -12%, Pf growth 48h inconclusive, Shiga inhibitor 51 and Cycloheximide cs 25.
`OCc1nc2ccccc2n1Cc1ccc(Cl)cc1` gave Tb PYK inh -21%, LmPK inhibitor 0%, Pf growth 96h -18%, HCV inh -7%, Pf growth 48h 36%[activator], Shiga inhibitor -12 and Cycloheximide cs -4.
Screening CCN(CC)c1ccc(NC(=O)OC)cc1 returned Tb PYK inh -8%, LmPK inhibitor 0%, HCV inh -13%, Pf growth 48h 6%, Shiga inhibitor 31 and Cycloheximide cs 8.
Screening CC1CCN(S(=O)(=O)c2ccc3[nH]c(=O)[nH]c3c2)CC1 returned Tb PYK inh 0%, LmPK inhibitor -4%, Pf growth 96h 29%, HCV inh -12%, Pf growth 48h 33%[activator], Shiga inhibitor -13 and Cycloheximide cs -5.
For COc1ccc(C(=O)O)cc1F the results were Tb PYK inh 3%, LmPK inhibitor -6%, Pf growth 96h -23%, HCV inh 19%, Pf growth 48h 10%, Shiga inhibitor 30 and Cycloheximide cs -2.
For COc1ccc(-c2cc(=O)oc3cc(OC(C)C(=O)NCCCn4ccnc4)ccc23)cc1 (configuration not stated) the results were Tb PYK inh -6%, LmPK inhibitor 1%, Pf growth 96h inconclusive, HCV inh inconclusive, Pf growth 48h inconclusive, Shiga inhibitor -9 and Cycloheximide cs -1.
COc1ccc(Cl)cc1NS(=O)(=O)c1cccc(C(=O)NCC(C)(C)N2CCOCC2)c1 was read as Tb PYK inh 4%, Pf growth 96h inconclusive, HCV inh 11% and Pf growth 48h inconclusive.

Screening results as filed in PubChem.
